# MMP13 inh: MMP13 (human) collagenase inhibition. P45452. MMP-13 fTHP FRET cleavage, Mca fluorescence. inhibition, % at 4 µM. hit rate 0.07% among 65,000;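 active means inhibition above the mean of compound-free control plate wells plus 3 SD, cut at about 14% in these data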;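 further: 0% = DMSO wells and 100% = wells with reference MMP-13 inhibitor after basal subtraction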
# NADH coupling: blocks coupling enzymes of NAD/NADH assays; coupled PK/LDH NADH assays, four targets; hit rate 0.02% among 65,000; IC50, µM (doses to about 10 µM), inactives show at the highest dose inhibition;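 active means single-dose screening hits from any of four coupled enzyme assays that gave an IC50 when retested across doses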;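 further: the DPM-DC format reads NADH fluorescence rather than 340 nm absorbance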
# JNK3 blocker: inhibitors of human JNK3 kinase; hit rate 0.61% among 60,000; purified JNK3 kinase activity, HTS; inhibition, % at 8 µM; in the data active means inhibition above about 17%;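 further: 0% = DMSO and 100% = reference inhibitor; many of its hits are not listed in these tables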
# ROCK2 inh: ROCK2 (human) kinase inhibition; purified ROCK2, Kinase-Glo ATP depletion luminescence; inhibition, % at 6 µM; hit rate 0.35% among 60,000; AID 604;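 active means inhibition above the screen-wide mean inhibition plus 3 SD, cut at about 18% in these data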;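 further: plate controls were DMSO wells for no effect and Y-27632 control wells after no-enzyme background subtraction for full effect; many of its hits are not listed in these tables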
# Target sequence (O75116 whole entry, looked up): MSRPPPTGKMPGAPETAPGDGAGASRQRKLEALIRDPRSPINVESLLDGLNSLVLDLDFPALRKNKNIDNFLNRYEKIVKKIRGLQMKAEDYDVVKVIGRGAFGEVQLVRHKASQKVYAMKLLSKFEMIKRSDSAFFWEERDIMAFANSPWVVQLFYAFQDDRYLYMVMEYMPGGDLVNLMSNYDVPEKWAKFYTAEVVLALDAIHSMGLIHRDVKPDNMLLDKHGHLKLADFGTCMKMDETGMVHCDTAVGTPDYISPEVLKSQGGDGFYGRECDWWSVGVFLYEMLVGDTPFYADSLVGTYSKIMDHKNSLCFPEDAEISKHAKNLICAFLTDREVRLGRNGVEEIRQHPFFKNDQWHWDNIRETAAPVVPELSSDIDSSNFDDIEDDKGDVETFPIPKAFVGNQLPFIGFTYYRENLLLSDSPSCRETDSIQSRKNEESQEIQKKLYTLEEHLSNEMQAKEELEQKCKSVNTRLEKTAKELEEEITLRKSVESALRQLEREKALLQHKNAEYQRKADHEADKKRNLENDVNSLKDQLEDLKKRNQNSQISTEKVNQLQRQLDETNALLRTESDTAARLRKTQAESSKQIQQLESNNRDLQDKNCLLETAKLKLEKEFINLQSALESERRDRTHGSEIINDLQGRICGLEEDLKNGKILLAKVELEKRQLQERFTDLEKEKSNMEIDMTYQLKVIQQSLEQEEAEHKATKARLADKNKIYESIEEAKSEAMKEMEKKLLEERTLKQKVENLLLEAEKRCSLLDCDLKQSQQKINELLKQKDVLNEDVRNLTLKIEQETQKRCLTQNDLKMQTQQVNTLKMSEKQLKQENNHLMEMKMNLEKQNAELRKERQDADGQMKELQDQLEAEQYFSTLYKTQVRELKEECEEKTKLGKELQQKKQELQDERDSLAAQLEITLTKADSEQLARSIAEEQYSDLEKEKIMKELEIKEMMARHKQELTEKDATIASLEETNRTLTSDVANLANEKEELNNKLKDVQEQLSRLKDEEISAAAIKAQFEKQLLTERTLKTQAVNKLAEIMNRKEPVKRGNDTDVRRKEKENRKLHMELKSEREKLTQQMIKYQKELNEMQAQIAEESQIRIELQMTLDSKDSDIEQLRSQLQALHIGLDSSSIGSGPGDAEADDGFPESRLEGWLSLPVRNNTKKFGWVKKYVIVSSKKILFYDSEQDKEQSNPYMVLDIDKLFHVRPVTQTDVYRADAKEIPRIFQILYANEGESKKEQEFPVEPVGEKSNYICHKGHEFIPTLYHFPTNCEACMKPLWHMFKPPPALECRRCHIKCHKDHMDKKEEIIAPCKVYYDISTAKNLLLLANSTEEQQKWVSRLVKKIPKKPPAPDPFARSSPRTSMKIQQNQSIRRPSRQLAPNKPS
# HEK293 NFkB inh: lowers PMA/ionomycin-induced NF-kB signal in HEK293 cells; inhibition, % at 3 µM; hit rate 0.21% among 62,000; HEK-293 NF-kB luciferase reporter, luminescence;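 active means inhibition above the mean of all tested compounds plus 3 SD, cut at about 40% in these data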;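 further: 0% = stimulated DMSO wells and 100% = 10 µM reference inhibitor 5653914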
#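 Material: HEK-293 cells with stable firefly luciferase reporter driven by four HIV NF-kB elements / Also added: PMA plus ionomycin mix as NF-kB-activating stimulus / Compound dosing: 3 µM once, 0.30% DMSO / Times: 1 h pretreatment, 16 h stimulation, 37 °C / Signal: luminescence / Evaluation: per-plate % inhibition versus controls / Benchmarks: DMSO and 10 µM reference inhibitor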
# Ecoli tolC: growth inhibitors of E. coli BW25113 tolC mutant; OD615; AID 573; hit rate 2.2% among 65,000; growth inhibition, % at 10 µM (by protocol);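 active means growth inhibition at or above a cutoff equal to the mean over every tested compound plus 3 SD, cut at about 60% in these data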;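 further: growth measured after 20 h incubation at 37 °C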
#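 Test system: E. coli BW25113 ΔtolC::kan bacteria | Medium: Kanamycin-containing LB broth (50 µg/mL) | Dosing: One dose of 10 µM final | Times: 20 h incubation with compound, 37 °C | Detection: Optical density read at 615 nm | Read-out basis: Percent growth inhibition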
# Autofluor 339: intrinsic fluorescence of library compounds, ex339/em460 – biochemical, MLSMR library, data from DPM-DC assay, artefact control, profiling panel. compound autofluorescence, ex339/em460 nm, NADH buffer; stronger effect = higher value; 1 = no-compound wells, NADH background. hit rate 5.5% among 65,000. AID 709. fluorescence fold increase at 10 µM;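 active means at 10 µM, mean starting fluorescence two-fold or more over control wells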;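 further: signal is the first read of a kinetic run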
# Abs 340nm: compound absorbs light at 340 nm; compound absorbance at 340 nm, fold over control; fold change at 10 µM; 65,000 tested, under 10 active;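 active means at 10 µM dose, initial 340 nm absorbance at least 2 fold that of control wells; inactive means change under 2 fold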;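 further: initial absorbance extrapolated from kinetic A340 decline of NADH oxidation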
# PKA kinase inh: PKA (human) kinase inhibition | P17612 | PKA Kemptide phosphorylation, Kinase-Glo ATP luminescence | inhibition, % at 6 µM | hit rate 0.1% among 65,000 | AID 524;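 active means inhibition above the screen-wide mean inhibition plus 3 SD, cut at about 21% in these data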; further: many of its hits are not listed in these tables
# * hit, by the source's call; . = not tested or not shown; [ ] = another dose, or the depositor's remark.
SMILES,MMP13 inh,NADH coupling,JNK3 blocker,ROCK2 inh,HEK293 NFkB inh,Ecoli tolC,Autofluor 339,Abs 340nm,PKA kinase inh
CCOC(=O)CSC1=C(C#N)C(c2ccccc2OC)CC(=O)N1 (stereo unspecified),-2,2%,-3,3,-1,-3,1.1,1,5
COc1ccc(CC2C(=O)OC(C)(C)OC2=O)cc1,-3,8%,0,0,16,-21,1.2,1,2
CC(NC(=O)Nc1nccs1)(C(F)(F)F)C(F)(F)F,-4,2%,-7,6,.,10,1,1,2
O=C(Cn1ncc2c1-c1ccccc1OC2)Nc1ccc(Cl)cn1,1,3%,11,1,18,2,1.1,0.97,-10
O=C(C(c1ccccc1)c1ccccc1)N1CCN(CC(O)COc2ccccc2)CC1 (stereo unspecified),1,10%,1,3,16,7,1.1,0.95,4
CCN(CC)c1ncc(C)c(=O)[nH]1,-4,2%,-3,-17,.,2,1,0.98,-1
CCOC(=O)N1CCN(C(=O)CN(c2cccc(C(F)(F)F)c2)S(=O)(=O)c2ccccc2)CC1,2,4%,3,-2,25,17,1,1,4
O=C1C(=O)N(CCCN2CCOCC2)C(c2ccccn2)/C1=C(\O)c1ccc2c(c1)OCCO2 (stereo unspecified),-2,9%,-1,7,4,-17,1,1,8
CC(C)CCOc1ccc(C(=O)NCCC(=O)N2CCOCC2)cc1,-2,7%,.,.,8,-19,1.1,1,5
CCn1c(N)nc2ccccc21,1,8%,-9,7,5,-4,1,1,7
CC1CCC(C(C)C)C(OC(=O)COC(=O)c2cccn2C)C1 (stereo unspecified),5,9%,8,3,16,11,1.2,1,4
COc1ccc(CN2CCN(C(=O)c3cccs3)CC2)cc1Br,-10,21%,-3,5,14,8,1.1,1.1,0
Cc1noc(C)c1C(=O)Nc1nc(C23CC4CC(CC(C4)C2)C3)cs1,0,5%,2,3,0,-3,1.1,1,9
CN(C)/C=N/c1sccc1C(N)=O,-3,11%,-1,6,7,-10,0.9,1.2,9
CCOC(=O)N1CCN(C(=O)Cc2ccc(C)cc2)CC1,4,4%,3,3,10,-16,1.1,1,4
CCCOc1ccc(C2C(C(=O)OC)=C(C)N=C3SCCC(=O)N32)cc1OCC (stereo unspecified),-4,10%,3,4,15,-1,0.99,1,4
CCOC(=O)Cn1c(=O)oc2cc(S(=O)(=O)NCCCc3ccccc3)ccc21,.,3%,.,.,.,7,1.2,1.1,.
CCOC(=O)C(Cc1c[nH]c2ccccc12)NC(=O)c1ccco1 (stereo unspecified),-1,4%,1,4,4,9,1.1,1,9
Cc1c(/C(O)=C2/C(=O)C(=O)N(CCN3CCOCC3)C2c2cccs2)cnn1-c1ccccc1 (stereo unspecified),4,6%,-3,-4,1,-5,1,1,-10
COc1ccc(CN(Cc2cc3cccc(C)c3[nH]c2=O)C(=O)N(C)C)cc1,-6,10%,4,5,14,11,1.8,1.1,8
O=C(NCCc1ccccc1)C1CCN(S(=O)(=O)c2cccc3nsnc23)CC1,4,7%,3,5,-4,-32,1,1,8
NC(=O)C1(N2CCCCC2)CCN(C(=O)CSc2nc3ccccc3o2)CC1,1,1%,-2,-2,5,-3,1.1,1,3
O=C(CSc1nnc(-c2ccco2)c(-c2ccco2)n1)Nc1ccccc1,4,3%,-6,2,.,10,1,1,4
O=C(COc1nnnc2ccccc12)N1CCCc2ccccc21,-1,2%,6,8,8,3,1,0.97,6
CCC(C)NC(=O)CN(c1ccc(OC)cc1)S(=O)(=O)c1ccc(NC(C)=O)cc1 (stereo unspecified),4,9%,-6,0,3,7,1.2,1,-4
Cn1c(=O)oc2cc(S(=O)(=O)NCCC(=O)NCCc3ccccc3)ccc21,3,1%,-3,4,15,-11,0.96,1,9
CCc1ccc(NC(=O)C2CC(=O)N=C(N)S2)cc1 (stereo unspecified),4,1%,7,-3,9,-3,1.1,1.1,-3
CCN(C(=O)c1ccccc1Cl)c1ccccc1,3,6%,5,-2,18,9,1.2,1,-1
Cc1nc(C2CC(=O)OC23CCCCC3)cs1 (stereo unspecified),-1,5%,-3,-2,7,-9,1.2,1,-3
CCOCCCNC(=O)Cn1cc2c(n1)CCCCC2,-10,3%,-1,6,8,-22,1,1,4
O=C(CCCCCN1C(=O)CCC1=O)Nc1ncn[nH]1,3,8%,3,5,20,-24,1.1,0.99,6
COc1ccc(NC(=O)c2ccccc2Cl)cc1NC(=O)CN1CCOCC1,2,4%,0,-2,10,-2,1.1,0.99,0
O=C(OCN1C(=O)c2ccccc2C1=O)c1ccccc1,-5,6%,.,.,4,-4,1.1,1.1,5
CCN(CCCNC(=O)C1CCN(S(=O)(=O)CC)CC1)c1ccccc1,1,5%,-7,-1,22,-7,1.1,1,-2
O=C(Cn1cc2c(n1)CCCCC2)N1CCCCC1,3,3%,1,0,5,-1,1.1,1,8
COc1ccccc1-c1cc(C(F)(F)F)nc(S(=O)(=O)CCCC(=O)N2CCCCC2C)n1 (stereo unspecified),-13,9%[fluoresces],-2,-2,25,40,3.4*,1,0
Cn1c(=O)c2c(nc(NCc3ccco3)n2Cc2ccc(Cl)cc2Cl)n(C)c1=O,-8,7%,-1,2,.,4,1.1,1,2
Cc1[nH]nc2nc(SCC(=O)NCC3CCCO3)n(-c3ccc(Br)cc3)c(=N)c12 (stereo unspecified),-1,8%,5,6,18,-8,1.2,1,4
CCC(=O)N1CCN(c2ccc(Cl)cc2NC(=O)c2ccc(Br)o2)CC1,3,1%,5,9,15,-3,1.1,1,6
CC(=O)Nc1nc2ccccc2n1CCOc1ccccc1,0,1%,1,10,13,24,1.1,1,6
CCOc1ccc(NC(=O)CN2CCN(CC(=O)Nc3cc(OC)cc(OC)c3)CC2)cc1,4,0%,-9,1,9,3,1.1,1.1,-3
O=C(O)c1oc2ccccc2c1-n1cccc1,-1,3%,4,7,2,1,1,0.98,10
C=CCNc1nc(-c2sc(NC(C)=O)nc2C)cs1,.,3%,.,.,.,12,1.2,1.1,.
CC1CCCC(C)N1C(=O)CSc1nnc(-c2c[nH]c3ccccc23)o1 (stereo unspecified),-11,8%,-1,4,-42,6,1.1,0.99,6
CC(C)NCC(O)COc1c(F)cc(Br)cc1F (stereo unspecified),-5,4%,-4,4,-2,-16,1.1,0.99,7
CCOC(=O)c1ccc(NC(=O)CC2OCCN(CC)C2=O)cc1 (stereo unspecified),1,7%,-5,4,10,-5,1.1,1.1,4
Nc1ccc(Sc2nnnn2-c2ccccc2)c(Cl)c1,-2,2%,2,0,5,15,1,1,-2
CCS(=O)c1ccccc1C(=O)O (stereo unspecified),0,2%,-5,3,12,-9,1.1,1,7
CCc1nc(N2CCCC2C(=O)O)c2oc3ccccc3c2n1 (stereo unspecified),-1,8%,0,2,18,-15,1.1,1,-3
CCC(C)N(CCNC(=O)CC1Oc2ccccc2NC1=O)C1CCCCC1 (stereo unspecified),-8,2%,3,1,5,-3,1.1,1,6
O=C(Nc1ccc(N2CCCCC2)cc1)c1ccccc1,-1,2%,-6,-10,-18,4,1.1,1.1,-10
CC1CCN(C(=O)c2cc(-c3ccccc3O)on2)CC1,6,5%,-8,-2,-25,-1,1.1,1,6
Cc1nc2ccccc2c(=O)n1/N=C/c1ccccn1,-3,6%,5,4,7,-7,1.1,1,12
CCN(c1ccccc1)S(=O)(=O)c1ccc2[nH]cc(C(=O)N3CCOCC3)c(=O)c2c1,-11,11%[fluoresces],.,.,6,-4,2.1*,1.1,9
COc1ccc2[nH]c(=O)c(CN(C)C(=O)C3CCCCC3)cc2c1,-11,5%[fluoresces],0,5,13,7,3.5*,1.1,0
O=C(CSc1nc2ccccc2[nH]1)Nc1ccccc1N1CCOCC1,1,2%,-7,5,18,21,1.1,1.1,7
CCCN1C2CCCC1CC(NC(=O)c1ccccc1)C2 (stereo unspecified),-5,9%,-5,2,5,-16,0.94,1,2
CCOC(=O)c1ccc(NC(=O)C(C)NS(=O)(=O)c2ccc(OC)cc2)cc1 (stereo unspecified),2,12%,-2,4,13,-3,1.1,1,6
O=C(C1CCCO1)N(Cc1ccccc1)c1ccccc1 (stereo unspecified),0,6%,-2,7,13,-1,1,1,11
COc1ccc(CNC(=O)CN(C(=O)CCC(=O)Nc2ccccn2)c2ccccc2OC)cc1,-4,3%,-3,6,6,-1,1.1,0.99,8
# Next section
SMILES,MMP13 inh,NADH coupling,JNK3 blocker,ROCK2 inh,HEK293 NFkB inh,Ecoli tolC,Autofluor 339,Abs 340nm,PKA kinase inh
O=C(NCc1cccnc1)C1CCN(S(=O)(=O)c2cccs2)CC1,2,4%,-2,0,6,-14,1,0.98,-4
Cc1ccc(S(=O)(=O)Cn2nnnc2C(CC(C)C)N2CCN(C(=O)c3ccco3)CC2)cc1 (stereo unspecified),2,5%,1,-1,17,32,1.1,0.99,-11
CC(C)C(C(=O)Nc1cccnc1)N1C(=O)c2ccccc2C1=O (stereo unspecified),2,8%,-6,-3,2,-14,1.1,1,2
CSc1ncccc1C(=O)OCC(=O)NC(=O)NCCC(C)C,0,3%,-4,-1,12,9,1.1,1,-1
CNC(=O)CSc1nnc(-c2cc(C)cc(C)c2)o1,-1,3%,9,-4,7,4,1,0.99,6
CCOc1cc(C)c(Cl)cc1S(=O)(=O)n1cnc2ccccc21,1,3%,-5,7,13,39,1.1,1,2
CCC1CCCCN1CCCNC(=O)CC1Oc2ccccc2NC1=O (stereo unspecified),-10,4%,-2,6,6,-18,1.1,1,3
CC(C)NC(=O)C1(O)c2ccccc2NC(=O)N1c1ccc(Cl)c(Cl)c1 (stereo unspecified),0,5%,.,.,15,6,0.98,0.97,9
CCOc1ccc(N2C(=O)c3cccnc3C2=O)cc1,5,4%,-4,1,23,-6,1.1,1,9
O=C(COC(=O)C1CCN(S(=O)(=O)c2cccs2)CC1)c1ccc2c(c1)OCCO2,11,6%,-5,-2,19,16,1.1,1.1,-8
COc1ccc(C(C)(C)C)cc1NC(=O)C1CC=CCC1C(=O)O (stereo unspecified),0,2%,1,2,18,7,1.1,1,6
O=C1c2ccccc2C(=O)N1CCCCSc1nnnn1-c1ccccc1,2,4%,-1,4,6,44,1.1,1,7
Cc1ccc2nc3c(cc(C(=O)NCC4CCCO4)n3C)c(=O)n2c1 (stereo unspecified),-64[fluorescence artefact?],1%[fluoresces],-1,-3,21,-15,3*,1,-8

# Shown as a hit in Autofluor 339, among the entries above:
canonical_smiles,MMP13 inh,NADH coupling,JNK3 blocker,ROCK2 inh,HEK293 NFkB inh,Autofluor 339,Abs 340nm,PKA kinase inh
COc1ccccc1-c1cc(C(F)(F)F)nc(S(=O)(=O)CCCC(=O)N2CCCCC2C)n1 (stereo unspecified),-13,9%[fluoresces],-2,-2,25,3.4*,1,0
CCN(c1ccccc1)S(=O)(=O)c1ccc2[nH]cc(C(=O)N3CCOCC3)c(=O)c2c1,-11,11%[fluoresces],.,.,6,2.1*,1.1,9
COc1ccc2[nH]c(=O)c(CN(C)C(=O)C3CCCCC3)cc2c1,-11,5%[fluoresces],0,5,13,3.5*,1.1,0
Cc1ccc2nc3c(cc(C(=O)NCC4CCCO4)n3C)c(=O)n2c1 (stereo unspecified),-64[fluorescence artefact?],1%[fluoresces],-1,-3,21,3*,1,-8

# Compound activity deposited in PubChem by several laboratories.

# These rows are one share of the data. The share of hits here may be higher or lower than overall.
